Assay outcomes from PubChem BioAssay.
aGal spleen mod = inhibitors or activators of human alpha-galactosidase in spleen homogenate | P06280 | human spleen homogenate, 4MU-alpha-Gal fluorescence, 40 min | Potency, µM (highest dose often 80 µM), for the others: at the top dose activity change, negative = inhibition, actives largely listed as inhibitors | 240,000 compounds, 0.008% hits;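 further: potency means the concentration at half of the fitted maximal effect; 0% = enzyme with vehicle and -100% = no enzyme basal signal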
Target sequence (P06280 32-429 limits assumed): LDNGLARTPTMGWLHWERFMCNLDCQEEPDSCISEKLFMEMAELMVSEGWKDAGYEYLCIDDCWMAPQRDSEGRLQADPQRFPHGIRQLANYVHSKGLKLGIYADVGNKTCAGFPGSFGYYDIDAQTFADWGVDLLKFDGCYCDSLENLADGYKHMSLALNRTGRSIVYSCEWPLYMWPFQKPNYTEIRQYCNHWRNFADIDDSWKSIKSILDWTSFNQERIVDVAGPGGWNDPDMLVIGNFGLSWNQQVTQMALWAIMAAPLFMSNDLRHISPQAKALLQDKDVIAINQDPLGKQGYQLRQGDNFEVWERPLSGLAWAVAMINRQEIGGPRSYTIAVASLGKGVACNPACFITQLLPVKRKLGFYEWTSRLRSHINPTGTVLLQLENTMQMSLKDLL
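Human spleen homogenate (1 ug) as enzyme source, 4-methylumbelliferyl-alpha-D-galactopyranoside 1 mM final, citrate/phosphate pH 5.0 with 0.01% Tween-20. Compounds 40 min at 37C, NaOH/glycine stop; fluorescence Ex 365/Em 440, Hill-fit AC50.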
CBFb-RUNX1 inh = blocks binding between human CBF-beta and RUNX1; 230,000 tested, under 10 active; Potency, µM (doses to about 59.8 µM), without a hit: at the highest dose activity, negative = inhibition, most hits filed as inhibitors; AlphaScreen CBFb-His/RUNX1-biotin binding, biochemical; Q01196+Q13951; further: % of control where 0% means no effect
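AlphaScreen binding: CBFb-His and RUNX1-biotin (30 nM each) preincubated 20 min, compound added for 15 min, then nickel and streptavidin beads for 90 min, all at room temperature. Disruption of the interaction by any mechanism counts as activity.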
TRb-SRC2 inh = TRbeta-SRC2 interaction inhibition; TRbeta-SRC2 peptide binding, fluorescence polarization; receptor liganded with 1 µM T3; Potency, µM (titrated, usually from 106 µM), without a hit: at the top dose activity change, negative = inhibition, actives largely listed as inhibitors; 280,000 compounds, 0.065% hits;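 further: potency means the concentration at half of the fitted maximal effect; plate controls were bound peptide for no effect and peptide without receptor for full effect; nearly all actives have a fitted effect of over 50% in size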
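Binding of a 20-amino-acid Texas Red SRC2 peptide (20 nM) to TRb ligand-binding domain (0.6 uM) with agonist T3 at 1 uM was followed by fluorescence polarization after a 5 hr room-temperature incubation.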
Tau FP inhib = tau fibrillization inhibition (FP) | P10636 | K18 P301L tau heparin fibrillization, Alexa594 FP, 6 h | Potency, µM (highest dose often 57.7 µM), without a hit: top-dose activity, negative = inhibition, actives largely listed as inhibitors | 280,000 compounds, 0.39% hits | AID 1468; further: potency means the concentration at half of the fitted maximal effect; on the % scale 0 is the no-effect control and ±100 the full control effect; nearly all actives have a fitted effect of over 55% in size
Target sequence (P10636 561-689 P618L limits assumed): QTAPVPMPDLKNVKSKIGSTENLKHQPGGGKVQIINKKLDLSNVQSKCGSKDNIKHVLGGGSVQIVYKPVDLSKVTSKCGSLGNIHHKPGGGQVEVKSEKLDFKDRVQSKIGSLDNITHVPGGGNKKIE
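FP of Alexa 594-tau after heparin (20 uM) induction. Substrate: human K18 P301L, 15 uM unlabeled, 0.24 uM labeled. Buffer 100 mM sodium acetate pH 7. 6 hr, 37 C.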
TexasRed fluor = counter-screen for TRb-SRC2 inhibitors: fluorescence interference; Potency, µM (doses to about 106 µM), for inactives: top-dose fluorescence change, negative = quenching; TRb/SRC2 Texas Red total fluorescence interference; 280,000 compounds, 0.29% hits; AID 1479; active means well fitted curve in either direction with a large enough effect; inconclusive means small, poorly fitted or top-dose-only effect; further: potency means the concentration at half of the fitted maximal effect; on the % scale 0 is the no-effect control and ±100 the full control effect
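Human TRβ ligand-binding domain (0.6 uM) and Texas Red SRC2 peptide (20 nM) in Tris buffer with 1 uM T3 and 5% DMSO were incubated with pinned compound for 5 hr at ambient temperature. Total fluorescence was computed as S + 2P (555/632 nm).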
Epigenetic derep = derepresses silenced GFP reporter in murine cells; murine LDR cells, GFP reporter derepression, 30 h; Potency, µM (highest dose often 53.9 µM), for inactives: top-dose GFP activation, hits mostly activators; 280,000 compounds, 0.2% hits; AID 1865; further: potency means the concentration at half of the fitted maximal effect; % of control where 0% means no effect; nearly all actives have a fitted effect of over 60% in size
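GFP-positive cell count by laser-scanning cytometry (objects 20–120 um) after 30 h, 37 C compound exposure of murine LDR cells; reporter is CMV-GFP integrated at a silenced locus, inducible by HDAC or DNMT inhibitors.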
NPSR antag = blocks cAMP signaling of the human neuropeptide S receptor. CHO-NPSR cells, cAMP TR-FRET, antagonist mode. 220,000 compounds, 1% hits. Q6W5P4. Potency, µM (top dose mostly 38.3 µM), for the others: at the top dose activity change, negative = inhibition, usual class: inhibitors; further: potency means the concentration at half of the fitted maximal effect; on the % scale 0 is the no-effect control and ±100 the full control effect; nearly all actives have a fitted effect of over 50% in size; many of its hits are not listed in these tables
Target sequence (Q6W5P4 whole entry, looked up): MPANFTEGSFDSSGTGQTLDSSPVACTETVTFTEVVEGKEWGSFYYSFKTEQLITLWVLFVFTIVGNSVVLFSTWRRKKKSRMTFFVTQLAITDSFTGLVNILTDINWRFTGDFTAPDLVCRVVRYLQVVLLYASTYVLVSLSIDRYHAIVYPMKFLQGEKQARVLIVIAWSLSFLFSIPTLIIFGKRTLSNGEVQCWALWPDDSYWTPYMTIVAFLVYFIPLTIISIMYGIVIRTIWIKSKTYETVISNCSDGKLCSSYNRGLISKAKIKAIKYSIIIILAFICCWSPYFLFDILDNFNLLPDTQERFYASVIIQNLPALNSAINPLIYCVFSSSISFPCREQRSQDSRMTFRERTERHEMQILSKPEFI
Tau fluor cs = counter-screen for tau fibril formation inhibitors; tau K18 P301L Alexa594 fluorescence, heparin fibrillization; Potency, µM (highest dose often 57.7 µM), without a hit: at the top dose activity change, negative = decrease; 280,000 compounds, 0.93% hits; further: potency means the concentration at half of the fitted maximal effect; on the % scale 0 is the no-effect control and ±100 the full control effect; nearly all actives have a fitted effect of over 55% in size
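Human tau K18 P301L (15 uM unlabeled, 0.24 uM Alexa 594-labeled) in 100 mM sodium acetate pH 7 with 20 uM heparin, 6 hr at 37 C. ThT 30 uM added, 1 hr ambient; Alexa 594 FP and total fluorescence read at 555/632 nm.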
Active calls of the source: *; ? = inconclusive; nt = not tested or not shown; [ ] = remark or other dose. Unless noted, the call rests on the fitted dose curve; in most records, active means well fitted curve in the direction sought with a large enough effect; inconclusive means small, poorly fitted or top-dose-only effect, or another doubt; inactive means no such curve, though single readings can be large; an effect the other way counts as inactive or inconclusive. These rows are one share of the data; the hit share may differ from the screen's.

SMILES	aGal spleen mod	CBFb-RUNX1 inh	TRb-SRC2 inh	Tau FP inhib	TexasRed fluor	Epigenetic derep	NPSR antag	Tau fluor cs
COC(=O)c1c(C(=O)OC)c(-c2cccc(Cl)c2)n2c1CS(=O)C2 (stereo unspecified)	5%	0%	1%	3%	-3%	-0.4%	-10%	0%
COC(=O)C/C=C/C(C)C(OCc1cccc(Br)c1)C(C)C(OC)C1CCCCC1 (stereo unspecified)	2%[17.5 µM]	6%[13.1 µM]	3%[11.2 µM]	-6%[11.6 µM]	1%[11.2 µM]	1.1%[10.1 µM]	nt	-7%[11.6 µM]
Fc1ccc(C(c2nnnn2Cc2ccco2)N2CCN(C3CCCCC3)CC2)cc1 (stereo unspecified)	3%	1%	-4%	-5%	-5%	0.0%	-16%[46.1 µM]	-1%
O=C(Nc1ccc(Cl)cc1)NC1CCS(=O)(=O)C1 (stereo unspecified)	6%	1%	1%	-2%	2%	-1.0%	11%[46.1 µM]	2%
Nc1c(C(=O)Nc2ccccc2)c2nc3ccccc3nc2n1-c1ccc(O)cc1	8%	11%	-1%	?	0%	1.9%	-43%	14µM*[quencher]
COc1ccc(C(=O)Nc2cccc(/C(C)=N/NC(=O)c3ccc([N+](=O)[O-])cc3)c2)cc1OC	-7%	2%	8%	-3%	0%	5.8%	-7%[46.1 µM]	-19%
O=C(CSC1CC(=O)N(CCc2ccccc2)C1=O)Nc1ccc(Br)cc1 (stereo unspecified)	-11%	6%	6%	-4%	0%	-0.3%	-23%[46.1 µM]	-30%
CCc1cccc(CC)c1C(O)c1cccnc1 (stereo unspecified)	7%	-2%	-9%	-1%	-5%	-0.1%	10%	2%
CCOC(=O)C1=C(C)Nc2ccccc2N=C1NC(=O)Cc1ccc(OC)cc1	-4%	-2%	2%	-5%	-2%	1.1%	-15%[46.1 µM]	-6%
CC1CCC2C(=O)N3C(CCC(C)[C@@H]3c3ccc(-c4ccco4)cc3)C(=O)N2C1c1cccc(N2CCCC2=O)c1 (stereo partly specified)	21%[17.5 µM]	4%[13.1 µM]	-1%[11.2 µM]	4%[11.6 µM]	2%[11.2 µM]	3.4%[10.1 µM]	nt	3%[11.6 µM]
C/C(CC(=O)Nc1ccc(Cl)cc1Cl)=N\NC(=O)C(=O)NCCO	3%	-9%	3%	-2%	0%	-1.8%	12%	0%
Cc1nn(C(=O)c2cccnc2)c(C)c1C	9%	6%	2%	-11%	1%	-1.0%	-15%[46.1 µM]	-11%
O=C(CC12CC3CC(C1)CC(CC(=O)N1CCCC1)(C3)C2)N1CCCC1	-5%	-1%	-18%	-4%	0%	-1.6%	-14%[46.1 µM]	4%
Cc1c(Nc2cc(N3CCCC(C)C3)c3nonc3c2[N+](=O)[O-])c(=O)n(-c2ccccc2)n1C (stereo unspecified)	-2%	6%	-10%	2%	0%	-1.2%	-12%[46.1 µM]	3%
CN(C)CCn1c(NC(=O)c2ccc(Cl)cc2)nc2ccccc21	-1%	-7%	4%	-6%	-8%	0.7%	-14%[46.1 µM]	-5%
CCCCn1c(SCC(=O)Nc2cc(NC(=O)c3ccco3)ccc2C)nc2ccccc2c1=O	-4%	-7%	-3%	-8%	1%	?	-26%[46.1 µM]	-29%
CNC(=S)NNC(=O)c1ccc(=O)n(Cc2ccc(Cl)cc2Cl)c1	-2%	9%	12%	2%	-3%	7.7%	-9%	2%
Cc1cc(OCC(O)CN2C(C)CCCC2C)ccc1C(C)C (stereo unspecified)	4%	-4%	7%	3%	0%	-1.3%	7%	5%
CCCCCc1nnc(NC(=O)Cc2cccs2)s1	0%	-20%	-1%	3%	-16%	4.5%	2%[46.1 µM]	-20%
Cn1cccc1Cc1nnc(SCC(=O)Nc2ccc(F)cc2)n1-c1ccc(F)cc1	5%	-5%	-3%	10%	-2%	0.0%	-8%	-16%
O=C(O)c1ccccc1C(=O)NNc1ccc(F)cc1	11%	1%	-2%	-8%	-6%	-0.4%	-4%[46.1 µM]	-5%
Cc1ccccc1C(C(=O)NC1CCCCC1)N(C(=O)CNC(=O)c1ccco1)c1cccnc1 (stereo unspecified)	-2%	7%	-4%	1%	0%	-1.1%	-5%	-9%
Cn1c(CNC(=O)c2cccs2)n[nH]c1=S	0%	5%	6%	5%	0%	-0.1%	-1%	12%
O=C1CCCc2c1sc1nc3n(c(=O)c21)CCCCC3	-3%	6%	-1%	5%	-3%	-0.3%	-5%[46.1 µM]	-5%
CCC(=O)Oc1c(Sc2ccc(C)cc2)c(C)nn1-c1ccccc1	nt	nt	3%	?	-2%	-1.9%	nt	-23%
N#C/C(=C\c1cn(-c2ccccc2)nc1-c1cccnc1)c1nnc2n1CCCCC2	-6%	-1%	-2%	5%	-7%	0.7%	-23%[46.1 µM]	-7%
COc1cc2nc(N3CCN(C(=O)[C@@H]4CCCO4)CC3)nc(N)c2cc1OC	28%[29.1 µM]	-3%[21.7 µM]	0%	nt	-2%	2.5%[16.9 µM]	nt	nt
O=C(Nc1cccc(NC(=O)c2cccs2)c1)c1ccco1	9%	2%	-5%	-4%	-1%	0.0%	-18%[46.1 µM]	-4%
O=C(O)CCn1c(=S)oc2ccccc21	3%	8%	-4%	-3%	0%	0.0%	-6%[46.1 µM]	-1%
CCN1CCN(CCc2nc3cc(NC(=O)COc4ccc(Cl)cc4)ccc3n2C)CC1	4%	2%	-3%	4%	1%	0.0%	-17%	-2%
CCn1ncc(CNC(=O)c2cccc([N+](=O)[O-])c2)c1C	-2%	7%	11%	14%	1%	0.0%	18%	5%
Cc1ccccc1-c1nc(CS(=O)(=O)CC(=O)N(C)C2CCCCC2)c(C)o1	-11%	9%	-12%	-3%	0%	-0.8%	-13%[46.1 µM]	-3%
CC(C)(C)C(=O)N1CCC[C@@]1(CO)C(=O)O	1%	-2%	-4%	0%	1%	0.9%	9%	7%
O=C(COc1ccc2c(c1)OCO2)NC12CC3CC(CC(C3)C1)C2	17%	-7%	6%	9%	2%	0.9%	-28%[46.1 µM]	-8%
O=C(CNC(=O)c1ccco1)NCC(=O)OC(C(=O)c1ccccc1)c1ccc(Cl)cc1 (stereo unspecified)	2%	9%	-3%	-4%	-4%	-0.8%	3%[46.1 µM]	-7%
CC1CC(=O)Nc2ccc([N+](=O)[O-])cc2N1C (stereo unspecified)	-6%	-4%	5%	-3%	-23%	0.0%	-4%[46.1 µM]	4%
CC1CCCC(CC(=O)O)(CC(=O)O)C1 (stereo unspecified)	1%	8%	3%	4%	-1%	0.5%	-25%	0%
CCc1ccc(OCC(=O)NC(=S)Nc2cccc(CO)c2)c(Br)c1	-2%	-3%	-8%	?	-2%	-0.1%	-14%[46.1 µM]	?
CCCS(=O)(=O)Nc1c(OC)ccc2c1c(C(=O)OCC)c(C)n2C	-5%	-15%	-2%	?	-1%	-1.0%	1%	-26%
CN(C)/N=C1\CCS(=O)(=O)c2sccc21	2%	-4%	-1%	-1%	0%	10%	16%	11%
CC(c1ccc(Br)cc1)N1CC23C=CC(O2)C(C(=O)O)C3C1=O (stereo unspecified)	-5%	-2%	-1%	10%	-6%	0.0%	4%[46.1 µM]	5%
CCc1[nH]nc2c1C(c1cccc(OC(=O)N3CCOCC3)c1)C(C#N)=C(N)O2 (stereo unspecified)	7%	8%	-8%	7%	-2%	-1.1%	-5%[46.1 µM]	4%
O=C1CCC/C(=N\NC(=O)c2ccc(COc3cccc4cccnc34)cc2)C1	-11%	?	-1%	0%	1%	0.0%	11%	11%
CC(NC(=O)C(Cc1ccccc1)NC(=O)c1ccccc1)C(=O)O (stereo unspecified)	-4%	7%	-6%	4%	-4%	-1.0%	16%[46.1 µM]	0%
CCN(C(=O)COC(=O)c1cccc(-n2cnnn2)c1)C1CCCCC1	5%	11%	10%	-1%	-2%	-0.4%	-9%	-2%
CN(C)S(=O)(=O)c1ccc(NC(=O)c2ccccn2)cc1	0%	1%	9%	1%	4%	-0.9%	-8%[46.1 µM]	-5%
CCOC(=O)c1c(C)[nH]c(C(=O)CSc2nnc(C3CC3)n2N)c1C	3%	-2%	10%	-2%	2%	1.0%	-2%[46.1 µM]	-15%
CCCS(=O)(=O)c1c(S(=O)(=O)CCC)c2c(N)cccn2c1C(=O)c1ccccc1	2%	-15%	-11%	2%	-1%	-5.5%	-16%[46.1 µM]	-27%
C=C(C)c1cccc(C(C)(C)NC(=O)NCC2CCCO2)c1 (stereo unspecified)	5%	9%	-7%	-3%	4%	0.9%	-5%[46.1 µM]	3%
CCOC(=O)CSc1nnc(-c2cccc(Br)c2)o1	4%	6%	-15%	-3%	0%	0.0%	-28%[46.1 µM]	-20%

Given with each value named: part of the list above
O=C(Nc1cccc(NC(=O)c2cccs2)c1)c1ccco1
  aGal spleen mod: 9%; CBFb-RUNX1 inh: 2%; TRb-SRC2 inh: -5%; Tau FP inhib: -4%; TexasRed fluor: -1%; Epigenetic derep: 0.0%; NPSR antag: -18%[46.1 µM]; Tau fluor cs: -4%
O=C(O)CCn1c(=S)oc2ccccc21
  aGal spleen mod: 3%; CBFb-RUNX1 inh: 8%; TRb-SRC2 inh: -4%; Tau FP inhib: -3%; TexasRed fluor: 0%; Epigenetic derep: 0.0%; NPSR antag: -6%[46.1 µM]; Tau fluor cs: -1%

Continuation.
SMILES	aGal spleen mod	CBFb-RUNX1 inh	TRb-SRC2 inh	Tau FP inhib	TexasRed fluor	Epigenetic derep	NPSR antag	Tau fluor cs
COc1ccc(CCNc2oc(COc3ccccc3)nc2C#N)cc1	-4%	-8%	-12%	-1%	-1%	1.8%	-8%[46.1 µM]	?
CCc1nnc(NC(=O)CSc2nccn2-c2cc(C)cc(C)c2)s1	6%	-9%	-2%	-5%	0%	3.6%	-10%[46.1 µM]	-13%
COC(=O)/C=c1/s/c(=C(\C#N)C(=O)NCc2ccco2)n(-c2ccc(C)cc2)c1=O	0%	-2%	6%	2%	5%	?	-11%[46.1 µM]	6%
Cc1ccc(-n2nc(C)cc2NC(=O)c2ccc(C)s2)cc1	2%	-3%	-2%	1%	-8%	0.7%	-19%[46.1 µM]	-10%
